Source: PubChem
core dimer inh = blocks dimerization of HCV core protein. TR-FRET GST/Flag-core106 dimerization, 1536-well. inhibition, % at 5 µM. 300,000 compounds, 0.33% hits;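 active means inhibition above the mean of all tested compounds plus 3 SD, set per screening campaign, cut at about 45% in these data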
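System: GST-tagged and Flag-tagged HCV core protein residues 1-106 / Input: core106 proteins, GST 13.5 nM and Flag 17 nM / Buffer or medium: KF-containing HEPES buffer, pH 7.45, DTT, CHAPS, BSA / Probe or stimulus: Eu-anti-GST and XL665-anti-Flag labelled anti-tag antibodies / Schedule: 4 h, 22.5 °C incubation / Technique: TR-FRET 671 and 617 nm emission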
PAFAH2 inh = inhibitors of human PAFAH2. inhibition, % at 3.39 µM. recombinant PAFAH2, FP-rhodamine activity probe, fluorescence polarization. Q99487. 340,000 compounds, 0.99% hits;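 active means inhibition above the mean over all tested compounds plus 3 SD, cut at about 30% in these data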;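 further: inhibitors block probe labeling of enzyme so polarization drops; 0% = enzyme with DMSO and 100% = wells lacking PAFAH2 protein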
PP1 counter = PP1-alpha (human) inhibition in PP5 counter-screen; purified PP1alpha, OMFP fluorescence; inhibition, % at 6.7 µM; 320,000 compounds, 0.9% hits; P62136;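 active means inhibition above the mean inhibition of all tested compounds plus 3 SD, computed separately for each screening campaign, cut at about 15% in these data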
Target sequence (P62136 whole entry, looked up): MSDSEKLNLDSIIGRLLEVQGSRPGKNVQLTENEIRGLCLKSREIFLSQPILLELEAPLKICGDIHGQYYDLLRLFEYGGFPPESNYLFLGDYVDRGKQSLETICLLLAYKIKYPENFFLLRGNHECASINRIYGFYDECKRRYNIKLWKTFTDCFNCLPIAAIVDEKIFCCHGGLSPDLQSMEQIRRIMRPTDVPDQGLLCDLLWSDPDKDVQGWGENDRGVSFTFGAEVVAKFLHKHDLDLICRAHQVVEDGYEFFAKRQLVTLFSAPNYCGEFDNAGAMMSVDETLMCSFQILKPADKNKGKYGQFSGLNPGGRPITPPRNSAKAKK
procasp3 activ = procaspase-3 (human) activation | P42574 | recombinant procaspase-3 D3A, Ac-DEVD-pNA absorbance 405 nm | activation, % at 8.5 µM | 330,000 compounds, 0.11% hits | AID 463141;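 active means activation above the mean of all tested compounds plus 3 SD, cut at about 21% in these data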;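 further: 0% = DMSO alone and 100% = DMSO wells spiked with extra 5 µM PC-3 D3A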
Target sequence (P42574 whole entry D9A/D28A/D175A): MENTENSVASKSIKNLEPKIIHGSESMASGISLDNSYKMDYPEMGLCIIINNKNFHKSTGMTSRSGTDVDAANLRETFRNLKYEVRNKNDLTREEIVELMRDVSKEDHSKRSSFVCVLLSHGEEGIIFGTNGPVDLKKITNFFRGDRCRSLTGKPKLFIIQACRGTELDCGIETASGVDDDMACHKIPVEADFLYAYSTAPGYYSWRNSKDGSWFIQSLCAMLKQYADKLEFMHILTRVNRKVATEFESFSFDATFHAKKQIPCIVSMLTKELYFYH
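assay system = Procaspase-3 D3A mutant | signal = absorbance at 405 nm, 0 and 120 min | times = 1 h preincubation plus 2 h reaction at 25 °C | repeats = single replicate | read-out = % activation between DMSO and enzyme-spiked controls | medium = Zinc-free HEPES saline buffer with Triton X-100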
TPT1 inhibitor = C. albicans TPT1 enzyme inhibition; AID 1962; inhibition, % at 5 µM; 300,000 compounds, 0.81% hits; recombinant caTPT1, FP RNA substrate dephosphorylation;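 active means inhibition above the mean of all tested compounds plus 3 SD, set per screening campaign, cut at about 24% in these data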;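 further: plate controls were DMSO alone for no effect and ferristatin control at 100 nM for full effect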
CTSL1 counter = blocks F. hepatica cathepsin L1 in PFM18AAP counter-screen; recombinant F. hepatica cathepsin L1, Z-Leu-Arg-MCA fluorescence; inhibition, % at 5.96 µM; 300,000 compounds, 0.49% hits; AID 1906;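 active means inhibition above the mean of all tested compounds plus 3 SD, set per screening campaign, cut at about 17% in these data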;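 further: 0% = plate median of test compound wells and 100% = 1 µM Z-Phe-Ala-diazomethylketone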
proCasp7 act = counter-screen for procaspase-3 activators: activators of human procaspase-7 | P55210 | recombinant procaspase-7, Ac-DEVD-pNA absorbance 405 nm; D23A/D198A/D206A triple mutant, cannot self-cleave; scale: DMSO 0, 5 µM enzyme 100 | activation, % at 8.5 µM | 330,000 compounds, 0.093% hits;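 active means percent activation above the screen-wide mean plus 3 SD, cut at about 25% in these data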
Target sequence (P55210 whole entry D23A/D198A/D206A): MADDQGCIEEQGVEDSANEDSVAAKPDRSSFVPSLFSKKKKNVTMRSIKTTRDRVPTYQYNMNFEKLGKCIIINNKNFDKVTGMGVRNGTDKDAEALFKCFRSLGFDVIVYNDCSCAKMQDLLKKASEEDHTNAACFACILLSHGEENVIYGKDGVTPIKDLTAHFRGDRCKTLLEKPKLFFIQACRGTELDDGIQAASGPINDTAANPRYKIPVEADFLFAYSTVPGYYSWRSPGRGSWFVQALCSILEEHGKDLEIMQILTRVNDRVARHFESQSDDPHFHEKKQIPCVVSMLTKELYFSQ
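Assay system – Uncleavable procaspase-7 mutant enzyme · Quantity – 2 µM procaspase-7 mutant as dispensed · Times – 1 h preincubation, 2 h reaction · Dosing – single nominal 8.5 µM compound dose, 0.8% DMSO final · Buffer or medium – Zinc-free 50 mM HEPES buffer, pH 7.4, with NaCl and Triton X-100 · Detection – Epi-absorbance of released pNA at 405 nm, two timepoints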
PP5 primary = blocks human protein phosphatase 5 activity; P53041; purified PP5c, OMFP substrate fluorescence; inhibition, % at 6.7 µM; 320,000 compounds, 0.18% hits; AID 1987;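 active means inhibition above the campaign's mean inhibition across all tested compounds plus 3 SD, cut at about 9.5% in these data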;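 further: 0% = DMSO only and 100% = 100 µM cantharidin control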
AHR act = activates the human aryl hydrocarbon receptor. P35869. AHR-responsive luciferase reporter cells, luminescence. AID 2796. activation, % at 5 µM. 320,000 compounds, 2.5% hits; in the data active means activation above about 47%;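 further: 0% = vehicle wells and 100% = reference agonist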
An asterisk follows results filed as active; x = no result given.

SMILES	core dimer inh	PAFAH2 inh	PP1 counter	procasp3 activ	TPT1 inhibitor	CTSL1 counter	proCasp7 act	PP5 primary	AHR act
NC(=O)NC(CC(=O)NCCCc1ccccc1)c1ccc(Cl)cc1 (stereo not given)	3	-1	-4	-2	1	0	-9	2.0	-2
Cc1ccc(Cl)c(NC(=O)COC(=O)CNS(=O)(=O)/C=C/c2ccccc2)c1Cl	0	-1	3	5	0	-24	-5	0.9	1
O=C(CCS(=O)(=O)Cc1ccccc1)Nc1ccc2c(c1)OCCO2	0	-3	-3	2	0	-7	0	-0.5	3
Cc1cc(C)cc(OC2CCCCC2NS(=O)(=O)c2ccccc2)c1 (stereo not given)	13	-3	2	5	0	4	-2	5.2	4
CCCCNC(C(=O)Nc1ccc(Cl)c([N+](=O)[O-])c1)c1ccccc1 (stereo not given)	-4	8	-1	-1	0	-3	-4	0.8	2
CCOC(=O)C1CCCN(C(=O)CNC(=O)c2ccc(Br)o2)C1 (stereo not given)	x	7	x	-6	x	x	-6	x	4
COc1ccc(C(=O)Nc2ccc3oc(-c4cccc(F)c4)nc3c2)cc1OC	-7	-3	-1	6	-4	6	-1	0.9	-6
COc1ccc(CC(=O)Nc2ccc(S(=O)(=O)N(C)C)cc2)cc1OC	-5	-3	0	-2	2	0	16	0.6	2
Cc1csc(N/N=C\c2cccnc2)n1	1	4	2	-23	-3	6	-25	-0.9	10
Fc1ccc(Oc2ncccn2)c(F)c1	5	6	-4	-6	0	-1	-1	0.0	-3

Three entries from above in a different format.
| Molecule | core dimer inh | PAFAH2 inh | PP1 counter | procasp3 activ | TPT1 inhibitor | CTSL1 counter | proCasp7 act | PP5 primary | AHR act |
| --- | --- | --- | --- | --- | --- | --- | --- | --- | --- |
| Fc1ccc(Oc2ncccn2)c(F)c1 | 5 | 6 | -4 | -6 | 0 | -1 | -1 | 0.0 | -3 |
| Cc1ccc(Cl)c(NC(=O)COC(=O)CNS(=O)(=O)/C=C/c2ccccc2)c1Cl | 0 | -1 | 3 | 5 | 0 | -24 | -5 | 0.9 | 1 |
| NC(=O)NC(CC(=O)NCCCc1ccccc1)c1ccc(Cl)cc1 (stereo not given) | 3 | -1 | -4 | -2 | 1 | 0 | -9 | 2.0 | -2 |

(more compounds)
SMILES	core dimer inh	PAFAH2 inh	PP1 counter	procasp3 activ	TPT1 inhibitor	CTSL1 counter	proCasp7 act	PP5 primary	AHR act
CCOC(=O)C1=C(O)/C(=C/N(C)C)N=C1C	-6	-2	1	6	-13	-2	12	0.8	1
Cc1ccc(N(C(=O)c2csnn2)C(C(=O)NC2CCCCC2)c2ccncc2)cc1 (stereo not given)	-11	11	-3	-13	-2	3	-9	1.0	0
Cc1c(CBr)[n+](=O)c2c(n1[O-])C(Br)CCC2Br (stereo not given)	0	0	-5	-7	0	5	-21	5.0	12
Cc1cc(-c2nnc(SCC(=O)Nc3cccc(F)c3)n2N)n[nH]1	2	3	-2	14	-2	0	11	2.4	5
CN(C)c1nc(-c2ccccn2)nnc1-c1ccccc1	-1	4	-2	-1	4	4	0	-0.8	85*
COc1ccc(C(C(=O)NC(C)(C)C)N(Cc2cccs2)C(=O)CCC(=O)Nc2cc(C)on2)cc1 (stereo not given)	4	2	-2	-13	-5	-1	3	-1.5	4
O=C(Nc1ccc(N=Nc2ccccc2)c(NC(=O)C2CCCO2)c1)C1CCCO1 (stereo not given)	2	-4	5	-9	14	1	-1	1.3	-5
c1ccc2[nH]c(CSc3ncnc4c3oc3ccccc34)nc2c1	3	-1	-3	3	0	9	-14	2.4	53*
C(=C(c1ccccc1)c1ccccc1)c1ccccn1	5	-3	1	3	-3	0	4	3.6	0
Cc1cccc(-c2noc(Cc3ccccc3)n2)c1	-4	5	-5	-2	1	3	11	-0.7	-3
CC(C)CCNC(=O)c1ccc2c(SCC(=O)O)c3c(nc2c1)CCC3	3	-1	-3	-2	0	-1	-5	0.1	0
CCCCN1C2CCCC1CC(NC(=O)c1ccc(OC)c(OC)c1)C2 (stereo not given)	-5	-4	-3	8	-1	-2	3	0.1	-3
CCOc1ccc(NC(=O)C(Cc2ccccc2)NC(=O)C2CCCCC2)cc1 (stereo not given)	7	-3	-1	5	-1	1	6	1.1	-1
CCOC(=O)c1sc2cccc(F)c2c1N	-4	-1	-5	6	0	8	-3	2.1	-3
Cc1c(C(=O)N2CCN(c3ccccn3)CC2)sc2ncnc(N3CCOCC3)c12	-8	1	3	3	-2	0	0	2.3	2
CCC1(O)CC(c2ccccc2)=NN1C(=O)c1ccccc1F (stereo not given)	4	2	-2	-5	1	-6	1	3.4	2
COc1ccccc1CNC(=O)C1CCC(CNc2c(N3CCCCC3)c(=O)c2=O)CC1 (stereo not given)	-1	-7	4	0	-7	0	-1	-0.2	-2
COc1ccc(-c2c(C#Cc3ccc(N(C)C)cc3)c3ccccc3n2C)cc1	x	7	x	-13	x	x	-20	x	25
O=c1c2ccccc2nnn1CSc1nnnn1-c1ccccc1	-2	5	-5	0	2	0	-8	-1.0	5
CC(=O)c1sc(-c2ccc(F)cc2)cc1NS(=O)(=O)c1ccc(C)cc1	3	2	-2	14	-1	0	7	-2.5	3
CC(=O)Nc1ccc(S(=O)(=O)N2CCC(C(=O)c3ccc(Cl)cc3)CC2)cc1	1	-2	0	-1	0	-2	-1	4.6	-1
CCOC(=O)C1=C(C)N(C)C(=O)NC1c1cccc2ccccc12 (stereo not given)	6	3	-2	5	-1	-4	12	2.8	1
C=CCCC(=O)Nc1nc(C)c(-c2csc(Nc3cccc(OC)c3)n2)s1	-43	6	4	-7	-1	0	0	3.9	301*
Cn1c(=O)c2c(nc(CN3CCOCC3)n2CCc2ccccc2)n(C)c1=O	-4	3	6	-3	-1	13	2	-5.1	18
COc1cc(OC)cc(C(=O)N2CCN(C(=O)c3cccnc3)CC2)c1	3	-1	-3	3	2	-1	3	-0.4	-2
CC(C)N(C(=O)NC(=O)Nc1ccc(S(=O)(=O)N2CCCC2)cc1)S(C)(=O)=O	1	-5	2	-2	4	-2	5	0.8	5
C=CCN(c1ccc(C(=O)NC(C)C)cc1)S(C)(=O)=O	3	4	-1	-6	0	6	12	-2.1	0
CC(C)C(=O)Nc1cccc(-c2nc3ncccc3o2)c1	6	5	-4	-5	0	4	5	-0.9	-3
CC(=O)NC(CC(=O)NC1CCCCCC1)c1ccccc1 (stereo not given)	3	2	-2	-3	0	0	5	1.7	-1
COc1cccc(Cn2cc(C)cc(NC(=O)NCc3ccccc3)c2=O)c1	3	1	3	-6	4	-1	-15	-5.4	0
Nc1ccc(C(=O)OCc2csc(-c3ccccc3)n2)cc1[N+](=O)[O-]	1	-9	0	0	0	0	10	0.3	0
Fc1ccc(OCCCCCCN2CCCC2)cc1	-2	2	-3	-1	1	-3	6	-0.3	9
CCOC(=O)C1CCCN(S(=O)(=O)c2c(C)noc2C)C1 (stereo not given)	10	3	2	2	1	1	4	-3.6	3
CCC(Sc1nc2ccccc2o1)C(=O)Nc1nnc(C)s1 (stereo not given)	-2	2	1	-4	-2	-5	1	3.3	1
CC(C)(CC(=O)O)Cc1nc(-c2ccc(Cl)cc2)no1	-7	-3	1	0	-5	1	-2	0.1	3
O=C(Nc1nccs1)c1ccc(-c2ccc([N+](=O)[O-])cc2)o1	37	-3	18*	-8	37*	1	8	-0.5	6
CC(C)(C)c1ccc(C(=O)NCC(=O)OCC(=O)N2CCN(S(=O)(=O)c3ccc(Cl)cc3)CC2)cc1	1	-14	3	-5	1	-8	6	1.6	1
CC(C)c1cccc(C(C)C)c1NC(=O)CN(C)C1CCS(=O)(=O)C1 (stereo not given)	x	-1	-10	2	x	x	5	-0.9	1
CC(C)OC(=O)c1cc(NC(=O)C2C3CCC(O3)C2C(=O)O)cc(C(=O)OC(C)C)c1 (stereo not given)	-2	-3	49*	-5	-4	5	6	56*	-3
N/C(Cn1cncn1)=N\NC(=O)C(=O)Nc1ccc(Cl)cc1Cl	-2	4	-1	0	-8	-3	-1	3.5	4
COc1ccc(OC)c(/C=C/C(=O)N(C)CC(=O)Nc2ccc(C)cc2)c1	-11	-7	-1	-2	-1	-2	0	4.7	29
CCN(CC)C(=O)Nc1c(C)n(C)n(-c2ccccc2)c1=O	-3	2	1	4	2	2	-4	1.2	1
O=C(NCCN1CCNCC1)c1ccccc1O	5	x	-4	6	-1	1	8	1.0	0
CCC(C)N(C)Cc1cccc(C2(O)CCN(S(=O)(=O)c3ccc(F)c(C)c3)CC2)c1 (stereo not given)	-6	0	-2	6	-1	-2	-4	0.7	1
Cc1ccc(S(=O)(=O)CCc2ccccn2)cc1	0	1	0	3	-4	0	4	-0.8	-2
CC(C)(C)OC(=O)N1CCC(C(=O)NNC(=O)c2ccc(Cl)cc2Cl)CC1	-13	1	-1	6	0	2	1	-1.2	-1
CCN(CC)C(=O)Cn1c(=O)oc2ccccc21	3	2	-1	-2	1	6	7	1.4	0

Arranged by molar mass (rising): twelve of the compounds above
SMILES	core dimer inh	PAFAH2 inh	PP1 counter	procasp3 activ	TPT1 inhibitor	CTSL1 counter	proCasp7 act	PP5 primary	AHR act
CCN(CC)C(=O)Cn1c(=O)oc2ccccc21	3	2	-1	-2	1	6	7	1.4	0
O=C(NCCN1CCNCC1)c1ccccc1O	5	x	-4	6	-1	1	8	1.0	0
Cc1ccc(S(=O)(=O)CCc2ccccn2)cc1	0	1	0	3	-4	0	4	-0.8	-2
CCN(CC)C(=O)Nc1c(C)n(C)n(-c2ccccc2)c1=O	-3	2	1	4	2	2	-4	1.2	1
O=C(Nc1nccs1)c1ccc(-c2ccc([N+](=O)[O-])cc2)o1	37	-3	18*	-8	37*	1	8	-0.5	6
CCOC(=O)C1CCCN(S(=O)(=O)c2c(C)noc2C)C1 (stereo not given)	10	3	2	2	1	1	4	-3.6	3
CCC(Sc1nc2ccccc2o1)C(=O)Nc1nnc(C)s1 (stereo not given)	-2	2	1	-4	-2	-5	1	3.3	1
N/C(Cn1cncn1)=N\NC(=O)C(=O)Nc1ccc(Cl)cc1Cl	-2	4	-1	0	-8	-3	-1	3.5	4
COc1ccc(OC)c(/C=C/C(=O)N(C)CC(=O)Nc2ccc(C)cc2)c1	-11	-7	-1	-2	-1	-2	0	4.7	29
CC(C)(C)OC(=O)N1CCC(C(=O)NNC(=O)c2ccc(Cl)cc2Cl)CC1	-13	1	-1	6	0	2	1	-1.2	-1
CCC(C)N(C)Cc1cccc(C2(O)CCN(S(=O)(=O)c3ccc(F)c(C)c3)CC2)c1 (stereo not given)	-6	0	-2	6	-1	-2	-4	0.7	1
CC(C)(C)c1ccc(C(=O)NCC(=O)OCC(=O)N2CCN(S(=O)(=O)c3ccc(Cl)cc3)CC2)cc1	1	-14	3	-5	1	-8	6	1.6	1
